mHTT-CaM PPI inh: inhibitors of human mutant huntingtin-calmodulin interaction | P42858 | AlphaScreen His-mHTT/GST-CaM binding, luminescence | inhibition, % at 15 µM | actives 3.6% (n = 190,000);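 note: 0% = both proteins with DMSO and 100% = one protein alone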
Pf apPOL block: Pf-apPOL DNA polymerase inhibition; Recombinant Pf-apPOL, molecular beacon fluorescence, 1.5 h; inhibition, % at 10 µM; actives 0.25% (n = 210,000)
The depositor's hits bear a star; x = no result given; & = joins results of further samples. Cut-off read from the data, not from the text of the source: active = inhibition above about 50%; inactive = the rest. An excerpt; the hit share may differ from the screen's.

The first 3 compounds, to show the layout:
Values run as follows: mHTT-CaM PPI inh | Pf apPOL block
O=C(NC1CC(O)C(CO)C1)c1ccc(Br)o1 (stereo unspecified)
    -6 | -9
COc1cncc(C(=O)Nc2ccc(Cl)cc2)c1
    -10 | -4
CCCN(CCC)S(=O)(=O)c1ccc(C(=O)N2CCCc3ccccc32)cc1
    -10 | 8

Results (from the top)
Values run as follows: mHTT-CaM PPI inh | Pf apPOL block
O=C(NC1CC(O)C(CO)C1)c1ccc(Br)o1 (stereo unspecified)
    -6 | -9
COc1cncc(C(=O)Nc2ccc(Cl)cc2)c1
    -10 | -4
CCCN(CCC)S(=O)(=O)c1ccc(C(=O)N2CCCc3ccccc32)cc1
    -10 | 8
Cc1ccc(C2=C/C(=C/c3cc4c(cc3Br)OCO4)C(=O)O2)cc1
    12 | -2
CC1Cc2nc(SCC(=O)N3CCOCC3)n(Cc3ccccc3)c(=O)c2S1 (stereo unspecified)
    0 | -3
CC(=NCC1CCCO1)C1=C(O)CC(C)(C)CC1=O (stereo unspecified)
    -14 | x
COc1ccc(C(=O)NC(=O)Nc2cccc(C(F)(F)F)c2)cc1OC1CCCC1
    x | -1&-8
Cn1nnnc1SCC(=O)NCc1cc(-c2ccco2)on1
    -18 | -5
O=C(NCCCN1CCCC1)c1ccnc(N2CCNC(c3ccccc3)C2)c1 (stereo unspecified)
    4 | -14
O=C(Cc1cccs1)NCCc1ccc(F)cc1
    2 | -11
C/C(=C\C(=O)Nc1ccc(O)cc1C(=O)O)c1ccccc1
    5 | 0
COc1ccc(OC)c(C(=O)C=Cc2ccc(Cl)cc2)c1
    0 | -3
CCc1onc(C)c1C1CCCN1C(=O)c1c(F)cccc1Cl (stereo unspecified)
    -6 | 2
COc1ccc(NC(=O)c2ccc(Br)c(S(=O)(=O)N3CCOCC3)c2)cc1
    -2 | -3
COc1cccc(CC(=O)N2CCC(Cc3nc4cccnc4n3C)C2)c1 (stereo unspecified)
    11 | 5

The list continues.
Values run as follows: mHTT-CaM PPI inh | Pf apPOL block
COc1cccc(CNC(=O)C2CCN(C(=O)c3cc4ccsc4[nH]3)CC2)c1
    11 | 1
COc1ccc(-c2nc3c(c(=O)[nH]2)CCN(C(=O)c2ccc(OC)c(OC)c2)C3)cc1
    -3 | -3
CCOC(=O)C1=C(c2ccccc2)c2ccc(OC)cc2N(S(=O)(=O)C(F)(F)F)C1C(=O)OCC (stereo unspecified)
    -8 | -8
CCN(CCCNC(=O)c1cn(C)c(=O)c2cc(OC)c(OC)cc12)c1cccc(C)c1
    24 | -6
CCCOC1(NC(=O)c2ccc(C)cc2)C(C)=CC(=O)C=C1C
    -4 | -6
CC(=O)Nc1ccc(C2(C(=O)N3CCN(c4ccccn4)CC3)CCCCC2)cc1
    32 | -5
COc1ccc(C(=O)Nc2cccc(-c3nc4ncccc4o3)c2C)cc1
    20&6 | -1&0
O=C(Nc1nccs1)c1cccc(NS(=O)(=O)c2ccc([N+](=O)[O-])cc2)c1
    10 | -4
O=C(NCCc1cscn1)C1CCN(C(=O)c2ccccc2Br)CC1
    -8 | -2
COc1ccc(Cn2cc(CN3[C@H](C)COc4cc(Br)ccc4S3(=O)=O)nn2)cc1
    -16 | -4
CC1=CC(C)C2(COC(CC(C)C)OC2)C(C)C1 (stereo unspecified)
    -2 | -6
N#Cc1cc2oc3ccccc3c3ccccc3oc2cc1C#N
    -17 | -3
COc1ccccc1N1CCN(c2ncc3c(n2)CCN(Cc2ccccc2F)C3)CC1
    -5 | -4
COc1cccc2cc(-c3csc(Nc4ccc(C#N)cc4)n3)c(=O)oc12
    -1 | -11
Cc1cc(C(=O)Nc2nn(C)c3c2C(c2cccs2)CC(=O)N3)c(C)o1 (stereo unspecified)
    -9 | 0

New compounds follow:
Values run as follows: mHTT-CaM PPI inh | Pf apPOL block
CN1C(=O)C(=O)C(=C(O)c2ccccc2)C1c1ccc(F)cc1 (stereo unspecified)
    3 | 2
COc1ccc(CNC(=O)[C@@H]2CC=C[C@@H]3CCN(Cc4ccc(OC)c(OC)c4)C(=O)[C@@H]32)cc1
    6 | -5
CCOc1ccc(OCC)c(S(=O)(=O)N2CCN(c3ccccc3F)CC2)c1
    -12 | 0
CCCCNS(=O)(=O)c1ccccc1
    -7 | -8
Cc1ccc(C(=O)O)cc1NC(=O)c1cc2cc(Br)ccc2oc1=O
    -9 | 0
COc1ccc(Cl)cc1S(=O)(=O)N1CCc2nc[nH]c2C1
    -4 | -1
CC(C)C(=O)NC(Nc1sc2c(c1C#N)CCCC2)C(Cl)(Cl)Cl (stereo unspecified)
    18 | -2
COc1ccc(C(=O)N2CCN(c3cc(-c4ccccc4)[nH]n3)CC2)cc1
    10 | -1
COc1cccc(C(=O)N=c2sc3cc(F)ccc3n2C)c1
    -3 | 2
COc1ccc(SC[C@H](Cc2ccccc2)N2CC[C@@H](O)CCC2=O)cc1
    1 | -9
O=C1NC2(CCN(C(=O)c3ccccc3F)CC2)Nc2c(Cl)cccc21
    8 | -1
COc1ccc(OC)c(NC(=O)CN(C)S(=O)(=O)c2ccc(Br)s2)c1
    7 | 4
O=[N+]([O-])c1cnn(CCl)c1
    -8 | x
Cc1ccccc1CS(=O)(=O)c1ccc(C(=O)N2CCCC2)cc1[N+](=O)[O-]
    4 | -7
CC1=C(C(=O)Nc2ccc(C)cc2)C(c2ccc(Cl)cc2)n2ncnc2N1 (stereo unspecified)
    0 | -3

Looked up above:
CC(C)C(=O)NC(Nc1sc2c(c1C#N)CCCC2)C(Cl)(Cl)Cl (stereo unspecified) | mHTT-CaM PPI inh = 18
COc1cncc(C(=O)Nc2ccc(Cl)cc2)c1 | Pf apPOL block = -4
COc1ccc(C(=O)Nc2cccc(-c3nc4ncccc4o3)c2C)cc1 | mHTT-CaM PPI inh = 20&6
COc1ccc(C(=O)N2CCN(c3cc(-c4ccccc4)[nH]n3)CC2)cc1 | mHTT-CaM PPI inh = 10

Additional structures.
Values run as follows: mHTT-CaM PPI inh | Pf apPOL block
Cc1nc(C(F)(F)F)ccc1C(=O)NNC(=O)c1cc(C)n(C(C)(C)C)n1
    x | -7
O=C1CCc2cc(NS(=O)(=O)C3CCCCC3)ccc2N1
    -4 | 2
CC(C)C(=O)N1CCN(c2ccccc2-c2ccccc2)C(=O)C1C (stereo unspecified)
    -2 | 0
CN1CCN(CC(C)(C)N)CC1
    -5 | x
O=C(Nc1ccccc1C(=O)NCc1cccnc1)c1ccc(Br)cc1
    -2 | -5
O=C(NCCCCc1ccccc1)C12CC3CC(CC(C3)C1)C2
    -33 | -5
CC1CCN(c2ncc3c(n2)CCN(Cc2ccc(F)cc2)C3)CC1
    -2 | -2
CN1CCCc2cc(C(=O)NCc3cccc(F)c3)sc21
    3 | -5
C=CCc1cccc2cc(C(=O)Nc3ccc(C)c(Cl)c3)c(=O)oc12
    4 | -7
O=C(NCCCN1CCCC1=O)Nc1c[nH]c2ccccc12
    8 | 8
CC1CCCC(NC(=O)CCCCCn2nnc3ccccc3c2=O)C1C (stereo unspecified)
    14 | -4
Cc1ccnc(NS(=O)(=O)c2ccc(NC(=O)c3cccc(N4C(=O)CCC4=O)c3)cc2)n1
    -3 | -2
CCOc1ccc(-n2c(CN3CCN(C(=O)NCC(C)C)CC3)nc3cccnc32)cc1
    15 | -4
Cn1c(=O)c2c(nc(SC(c3ccccc3)c3ccccc3)n2C)n(C)c1=O
    0 | -10
CCc1ccccc1NC(=O)c1ccoc1C
    2 | -6

Part of the list above, as tab-separated lines:
molecule	mHTT-CaM PPI inh	Pf apPOL block
O=C1CCc2cc(NS(=O)(=O)C3CCCCC3)ccc2N1	-4	2
CC(C)C(=O)N1CCN(c2ccccc2-c2ccccc2)C(=O)C1C (stereo unspecified)	-2	0
CN1CCN(CC(C)(C)N)CC1	-5	x

(cont.)
Values run as follows: mHTT-CaM PPI inh | Pf apPOL block
NN(Cc1ccccc1)c1ccccc1
    -12 | 1
COc1ccc(CN2CCC(O)CC2)c(C)c1C
    -4 | -12
CCNC(=O)c1sc(-c2ccccc2C)nc1C
    -7 | 0
Cc1ccc(S(=O)(=O)N(C)c2cc(S(=O)(=O)N3CCOCC3)c(C)cc2C)cc1
    2 | -9
O=C(CN1C(=O)c2ccccc2S1(=O)=O)N1CCCCCC1
    2 | 51*
CCCNC(=O)c1ccc2c(c1)CCN2C(C)=O
    3 | -7
CCCS(=O)(=O)N1CCc2ccc(NC(=O)c3cn(C)nc3OC)cc2C1
    -13 | -4
O=C1C2C3c4ccccc4C(c4ccccc43)C2C(=O)N1c1ccc(Cl)c(Cl)c1 (stereo unspecified)
    x | 0
CC(C)NC(=O)c1nnn(-c2ccccc2)c1-c1cccnc1
    -7 | 2
CCC(C)NC(=O)c1nc(-c2oc3c(C)cccc3c2C)no1 (stereo unspecified)
    -10 | 3
N#CCCC(C#N)(CCC#N)c1ccccc1
    x | -7
Cc1ccc(SCC(=O)Nc2nc(C(C)(C)C)cs2)cc1
    -47 | -2
COc1ccc(NC(=O)NC(=O)N(C2CCCCC2)S(=O)(=O)c2ccccc2)c(C)c1
    19 | -2
O=C(NCC(c1ccsc1)N1CCCC1)c1ccccc1Cl (stereo unspecified)
    -4 | -9
COc1cc(OC)c(NC(=O)N2CCCC2c2ccc(F)cc2)cc1Cl (stereo unspecified)
    33 | -5

(list continues)
Values run as follows: mHTT-CaM PPI inh | Pf apPOL block
Cn1cc(-c2ccccc2)c(C(F)(F)F)n1
    x | -11
CC(=O)N1CCc2cc(S(=O)(=O)Nc3cc(Cl)ccc3C)ccc21
    5 | -1
O=C(NCc1ccncc1)c1cccc2[nH]cc(CN3CCSCC3)c12
    -13 | -3
Cc1cc(-c2ccc3c(c2)CCN3C(=O)c2ccc(F)cc2)on1
    -4 | -3
Cc1ccc(/C=C2\SC(=O)N(Cc3ccc(F)cc3)C2=O)cc1
    1 | -4
CC(=O)NCCc1csc(C2CCCN(C(=O)CC3CCCC3)C2)n1 (stereo unspecified)
    9 | -4
O=C(c1ccc2ncccc2c1)N1CCc2nc3cc(-c4ccccc4)[nH]n3c(=O)c2C1
    99* | 96*
O=C(Nc1ccc(NC(=O)c2cc(I)ccc2Cl)cc1)c1ccccc1
    1 | 3
Cc1noc(COC2CCN(S(=O)(=O)c3cn(C)c(C)n3)CC2)n1
    0 | -1
O=C(C1CCCCC1)N1CCN(c2nc(CN3CCCCC3)cs2)CC1
    7 | 1
Cc1ccc(C(=O)N2CCC(c3ccn4ncc(C(=O)N5CCCCC5)c4c3)CC2)cc1F
    -5 | -3
CC1CCN(C(=O)CN(c2cc(C(F)(F)F)ccc2Cl)S(=O)(=O)c2ccccc2)CC1
    -3 | -2
Cc1ccc([N+](=O)[O-])cc1NC(=O)c1c(F)c(F)c(F)c(F)c1F
    -3 | -1
Cc1ccc(NC(=O)C2CC(=O)N(C3CC4CCC3C4)C2)cc1 (stereo unspecified)
    0 | -8
CC(NC(=O)c1cccc2c1CCN2C(=O)Nc1ccccc1)c1cccnc1 (stereo unspecified)
    4 | 0

Continued.
Values run as follows: mHTT-CaM PPI inh | Pf apPOL block
Cc1ccccc1NC(=O)c1ccc(F)c(S(=O)(=O)N2CCCC(C)C2)c1 (stereo unspecified)
    -1 | -6
CC(=O)NC(=O)C(C#N)=CNCc1cccs1
    x | 0&-6
Cc1cc(N2CCN(S(=O)(=O)c3ccccc3)CC2)c2ccccc2n1
    11 | -8
C(=Nc1c(-c2ccccc2)nc2n1CCS2)c1ccccc1
    59* | -21
CCOc1ccc(N2C=C(C#N)S(=O)(=O)c3c(F)cccc32)cc1
    -2 | 0
CC12CN3CC(C)(CN(C1)C3c1cccc([N+](=O)[O-])c1)C2O (stereo unspecified)
    -8 | 5
CS(=O)(=O)N1CCC(C(=O)NCCc2csc(-c3cccs3)n2)CC1
    -5 | 15
COc1ccc(-c2csc(/C(C#N)=C/c3c[nH]c4ccccc34)n2)cc1
    13 | -7
Nc1nc(-c2nccs2)cc(C(F)(F)F)n1
    x | -7
Cc1ccccc1CN1CCN(C(=O)c2ccc(F)cc2)CC1
    -1 | -5
Cc1ccc(C(=O)N2CCN(c3ccccc3)CC2)cc1
    0 | -2
O=C1C2=C(NC3=C(C(=O)c4ccccc43)C23C(=O)Nc2ccccc23)c2ccccc21
    24 | -7
CCCc1c(C(=O)N2CCN(CC)CC2)cnn1-c1ccc(F)cc1
    -2 | -5
CC1=C(C)CC(C(=O)Nc2sc3c(c2C(N)=O)CCC3)C(C(=O)O)C1 (stereo unspecified)
    1 | 0
Cc1ccc(NC(=O)C2CCCN(c3nnc4ccccn34)C2)cc1C (stereo unspecified)
    5 | 0

Next results.
Values run as follows: mHTT-CaM PPI inh | Pf apPOL block
CC(C)(C)c1ccc(C(=O)Nc2cnc(N3CCOCC3)nc2)cc1
    7 | -1
Cc1ccccc1C1CCCN1C(=O)c1ccnn1C (stereo unspecified)
    2 | -2
COc1cc(S(=O)(=O)NCCCN2CCOCC2)c(OC)cc1Br
    -13 | -7
O=C(CN1C(=O)c2ccccc2C1=O)Nc1cccc(I)c1
    6 | 0
O=C(C1CCCN(c2ncnc3c2nc2n3CCCCC2)C1)N1CCCCCC1 (stereo unspecified)
    -1 | -1
CN(C)c1oc(-c2ccc(Cl)cc2)nc1S(=O)(=O)c1ccccc1
    -1 | 2
CCCc1ccc(Oc2c(C(F)(F)F)oc3c(C)c(O)ccc3c2=O)cc1
    6 | -10
CCC(Br)C(=O)Nc1cc(C)ccc1OC (stereo unspecified)
    1 | -8
Cc1ccc(-c2ncc3c(=O)n(Cc4cccc(C)c4)c(=O)n(C)c3n2)cc1
    -15 | 4
CCOc1ccc(CNC(=O)CCSCc2cccc(Cl)c2)cc1OC
    19 | -11
COc1cccc(-c2coc3cc4oc(=O)c(C)c(C)c4cc23)c1
    -9 | 6
COc1cccc2sc(=NC(=O)c3cccc(F)c3)n(C)c12
    -1 | 3
CN1C(=O)C(CCC(N)=O)NC1=S (stereo unspecified)
    -7 | x
CC1CCN(CCNC(=O)c2cccc(-c3nc(-c4ccccc4)no3)c2)CC1
    -6 | 1
CS(=O)(=O)N(CC(=O)NC1CCCC1)c1cccc([N+](=O)[O-])c1
    -4 | 4
NS(=O)(=O)c1ccc(NNC(=O)C2CCN(C(=O)OCc3ccccc3)CC2)cc1
    x | -4
O=C(NCC(O)C1CCCCC1)C(c1ccccc1)c1ccccc1 (stereo unspecified)
    -12&-17 | -5&-7
COC(=O)c1ccc2occ(-c3oc4ccc(C(=O)OC)cc4c3O)c2c1
    100* | -7

Screening results deposited in PubChem by University of Kansas High Throughput Screening Laboratory.
